Screening data as filed in PubChem.
Myeloid diff MLP – compounds promoting myeloid differentiation. hit rate 1% among 360,000. AID 624256. calls only at 10 µM. ER-HoxA9 myeloid progenitors, lysozyme-GFP differentiation, flow cytometry;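 active means normalized GFP-positive differentiation at or above the plate's own cutoff, the solvent-only control mean plus 3 SD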;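 further: cells exposed to compound for four days before flow analysis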
Rac1 GTP hydrolysis – MgcRacGAP GTPase-activating activity inhibitors, confirmation, biochemical, ADP Hunter fluorescence. MgcRacGAP-stimulated Rac1 GTP hydrolysis, ADP Hunter fluorescence; higher % means a stronger effect; GST-tagged Rac1 F28L mutant substrate. inhibition, % at 30 µM, or IC50 in µM where a hit was titrated. hit rate 0.6% among 340,000. AID 624330;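 active means first-screen hits whose inhibition reached a set limit at any dose in the follow-up dose series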;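 further: fluorescence reports GDP produced by GAP-driven GTP hydrolysis; strong numbers were not always called active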
NTR1 ag – NTR1-driven beta-arrestin-GFP spot formation – imaging, U2OS cells, high content, primary screen (AID 493036); agonist mode; activation, % at 20 µM; hit rate 0.17% among 330,000; P30989;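 active means activation at or above 40% of the spot to cytoplasm intensity ratio, with at least 20 cells analyzed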;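 further: 0% = DMSO without peptide and 100% = 100 nM NTR1 peptide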
Target sequence (P30989 whole entry, looked up): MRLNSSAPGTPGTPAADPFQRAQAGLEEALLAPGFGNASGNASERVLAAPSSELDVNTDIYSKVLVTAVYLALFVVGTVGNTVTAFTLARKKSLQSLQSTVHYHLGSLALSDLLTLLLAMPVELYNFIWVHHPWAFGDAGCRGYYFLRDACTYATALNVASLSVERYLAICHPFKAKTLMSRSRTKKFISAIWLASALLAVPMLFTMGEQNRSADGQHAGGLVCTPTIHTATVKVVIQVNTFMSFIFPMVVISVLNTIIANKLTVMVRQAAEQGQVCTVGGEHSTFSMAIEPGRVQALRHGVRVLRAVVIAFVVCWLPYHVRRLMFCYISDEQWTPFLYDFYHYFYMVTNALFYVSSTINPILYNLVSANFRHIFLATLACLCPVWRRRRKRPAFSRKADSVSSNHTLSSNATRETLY
NTR1 ag cell count 20 µM – second read-out of NTR1 ag, no call of its own (marks repeat the call); cell count; measured here: cell count, cytotoxicity flag
Myeloid diff MLP GFP+ MAC1+ % – also measured in Myeloid diff MLP; calls as there; GFP+ MAC1+ double positive, %; measured here: differentiation confirmed by MAC1 staining
An asterisk follows results filed as active; i = inactive; + = active, no number. Only part of the results is shown (hit frequency here may not be typical).

SMILES	Myeloid diff MLP	Myeloid diff MLP GFP+ MAC1+ %	Rac1 GTP hydrolysis	NTR1 ag	NTR1 ag cell count 20 µM
CC(NC(=O)C1CCCN(C(=O)c2ccc(Cl)cc2)C1)c1cccc(C(F)(F)F)c1 (stereo not drawn)	i	1.8	0%	-0.1	57
COc1ccc(CNC(=O)c2ccc(N3CCC4(CC3)CC(c3ccc(Cl)cc3)=NO4)c(NC(=O)Cc3ccc(F)cc3)c2)cc1	i	1.7	5%	0.9	52
CN(CC(=O)Nc1cccc(F)c1)CC(=O)Nc1ccccc1-c1ccccc1	i	1.2	-6%	2.8	51
CCN(CC(=O)NCc1cccs1)C(=O)COc1ccc(C(C)=O)cc1	i	1.0	1%	0.7	61
CC1CCCC(NC(=O)c2cc(S(=O)(=O)N3CCCCC3)ccc2Cl)C1C (stereo not drawn)	i	1.2	4%	1.7	63
CC(Nc1ccc(S(=O)(=O)N2CCN(C)CC2)cc1[N+](=O)[O-])c1ccccc1 (stereo not drawn)	i	1.4	2%	2.0	39
CC1(C)CC(NC(=S)NC(=O)c2cc(Br)ccc2Cl)CC(C)(C)N1	i	1.4	7%	2.0	44
Cc1c(C=Nc2ccc(S(=O)(=O)CCO)cc2)c(O)[nH]c(=O)c1C#N	i	0.4	12%	-0.5	46
CCOc1ccc(C(=O)NCC(=O)NNC(=O)c2cc(C)oc2C)cc1OCC	i	0.5	3%	-0.6	73
COc1cccc(CN(C)C(=O)C2CSC3(C)CCC(=O)N23)c1OC (stereo not drawn)	i	0.4	4%	2.9	64
O=C1CC(c2ccccc2)NN1 (stereo not drawn)	i	1.2	4%	1.2	61
COc1ccccc1NC(=O)COC(=O)CCC(=O)c1cccs1	i	0.8	1%	-0.8	55
CSc1cccc(NC(=O)COC(=O)C2CCN(S(=O)(=O)c3ccccc3)CC2)c1	i	0.8	4%	-0.5	68
C#CCSc1nnc(-c2cccc3ccccc23)o1	+	4.3*	9%	0.9	68
O=C(c1cc(Cl)ccc1O)N1CCN(S(=O)(=O)Cc2ccccc2)CC1	i	0.5	-3%	-0.7	60
CCN(C(=O)c1ccncc1)c1c(N)n(Cc2ccccc2)c(=O)[nH]c1=O	i	0.5	6%	0.2	64
CN(c1ccc(F)cc1)S(=O)(=O)c1ccc(Cl)c(C(=O)NCC(c2ccco2)N2CCCCC2)c1 (stereo not drawn)	i	1.9	13%	0.6	66
COc1ccc(NC(=O)Cc2ccsc2)cc1S(=O)(=O)N1CCCCC1	i	1.3	4%	-1.2	63
CCCN=C1N(C)C[C@@H]2[C@@H]3C(=O)N(C)C(=O)[C@@H]3[C@](C)(C(=O)OC)N12	i	0.4	9%	2.7	68
COc1cccc(/C=C/C(=O)OCC(=O)N2CCN(c3ccccc3)CC2)c1	i	1.7	6%	2.9	70
CC[C@]12c3[nH]c4cc(CCC(=O)N(C)C)ccc4c3CCN1C(=O)[C@@H](CC(=O)NCC13CC4CC(CC(C4)C1)C3)C[C@@H]2C(=O)N1CCN(C(=O)c2ccco2)CC1	i	0.2	9%	1.6	38
O=C(NCC(c1ccco1)N1CCCC1)c1cc2ccccc2s1 (stereo not drawn)	i	1.4	6%	0.8	55
O=C(O)c1ccc(CNC(=O)c2ccc(S(=O)(=O)N3CCCCC3)cc2)cc1	i	0.2	4%	3.5	73
COCCNc1nnc(SCC(=O)Nc2cc(C)on2)s1	i	0.2	7%	-1.6	95
COc1ccc([C@H]2CC(=O)C=C(/C=C/c3ccccc3)C2)cc1OC	i	1.8	5%	2.5	56
CCc1nnc(NC(=O)C2CCCN(C(=O)c3ccc(Cl)cc3)C2)s1 (stereo not drawn)	i	0.3	1%	0.3	66
CCCCc1ccc(NS(=O)(=O)c2cccc(C(=O)N3CCNC(=O)C3)c2)cc1	i	0.2	5%	1.0	60
Cc1ccc(S(=O)(=O)N2CCN(C(=O)Cc3ccccc3)CC2)cc1C	i	0.2	2%	1.1	58
O=C(CSc1nnc(-c2ccccc2F)o1)NC1CC1	i	1.3	3%	0.3	58
Cc1ccc(S(=O)(=O)N2CCCCC2)cc1NC(=O)c1cncc(Br)c1	i	0.7	12%	-0.2	51
C[C@H](CO)N1C[C@H](C)[C@@H](CN(C)C(=O)NC2CCCCC2)Oc2ccc(NC(=O)Cc3ccccc3)cc2C1=O	i	2.4	-4%	-0.3	63
COc1ccc(C)cc1NC(=O)COC(=O)c1ccc2c(c1)OCCO2	i	0.5	-2%	1.1	98
O=C1C=C(c2cccnc2)CCC1	i	1.8	4%	0.7	68
COc1ccccc1S(=O)(=O)Nc1ccc(S(=O)(=O)Nc2nccs2)cc1	i	0.6	3%	3.3	49
O=C(COC(=O)CNC(=O)c1ccccc1F)NC12CC3CC(CC(C3)C1)C2	i	0.6	4%	1.5	60
CCOc1ccc(NC(=O)C2CC(=O)N(CCc3ccccc3)C2)cc1OC (stereo not drawn)	i	1.4	1%	0.5	41
O=C1C=C(c2ccc(O)cc2)C[C@@H](c2ccc(Cl)cc2)C1	i	1.2	7%	4.6	60
C=C[C@@H]1c2c(F)cccc2N(S(=O)(=O)c2ccc(C)cc2)[C@H](c2ccc(OC(C)=O)cc2)C1(C#N)C#N	i	1.9	1%	0.7	59
CCOc1cc(/C=C/C(=O)OCC(=O)NCCN2C(=O)CSC2=O)ccc1OCC(C)C	i	0.7	7%	-0.1	87
O=C(CSc1n[nH]c(-c2ccccc2F)n1)Nc1cc(F)ccc1F	i	0.1	-1%	-0.9	50
COC(=O)[C@@]1(C)[C@H]2C(=O)N(C)C(=O)[C@H]2[C@H]2CN=C(SC)N21	i	0.9	0%	-0.8	59
COC(=O)[C@@]12CCCN1[C@H](c1ccc(-c3ccc(OC)cc3)cc1)[C@@H]1C(=O)N(C)C(=O)[C@@H]12	i	0.7	11%	0.3	89
COc1ccc(N2CCN(C(=O)COC(=O)c3ccc(Cl)nc3)CC2)cc1	i	0.8	16%	-2.6	63
COc1cccc(N2CCN(C(=O)c3cc4c(s3)CCCCC4)CC2)c1	i	0.5	5%	-1.8	36
Cn1c(OCc2ccc3c(c2)OCO3)nc2c1c(=O)n(Cc1cccc(Cl)c1)c(=O)n2C	i	0.4	6%	-1.8	36
CCOC(=O)N1CCN(C(=O)c2ccc(Cl)c(NC(=O)c3cccs3)c2)CC1	i	0.4	7%	0.7	98
Cc1ccccc1C(=O)N1CCC(C(=O)N2CCCc3ccccc32)CC1	i	0.1	4%	0.5	71
C=CCn1nc2ccccc2c1OCCO	i	1.6	5%	3.0	77
Cc1[nH]n2c(=O)cc(-c3ccc([N+](=O)[O-])cc3)nc2c1-c1ccccc1	i	1.0	15%	5.0	58
O=C(COc1ccccc1F)Nc1nc(-c2ccccn2)cs1	i	0.7	22%	3.3	47
O=C(COC(=O)c1ccc(O)cc1)Nc1ccc2c(c1)OCO2	i	1.2	2%	0.6	52
C#CCOCCOCCOCCNc1nc(N2CCN(C(=O)[C@H](CCC(=O)O)n3cc(CN)nn3)CC2)nc(N2CCN(C(=O)[C@H](CCC(=O)O)n3cc(CN)nn3)CC2)n1	i	0.6	8%	-0.5	61
CC(C)C[C@H](CO)N(Cc1ccccc1)S(=O)(=O)N(Cc1ccccc1)[C@@H](CO)CC(C)C	i	0.8	1%	20	48
CSc1cccc(Nc2ccc(S(=O)(=O)N3CCOCC3)cc2[N+](=O)[O-])c1	i	0.5	-1%	-1.3	86
O=C1OC[C@@H]2CCCN2C(=O)[C@@H](CC(=O)N(CCO)Cc2ccccc2)C/C=C\C[C@H]1Cc1ccc(F)cc1	i	0.8	-2%	-0.7	56
O=C(CNCc1ccc(F)cc1)Nc1cc(S(=O)(=O)N2CCOCC2)ccc1Cl	i	0.6	6%	0.4	67
Cn1c(SCC(=O)N2CCCC2=O)nc2ccccc2c1=O	i	0.7	-3%	2.8	58
COc1ccc(CNC(=O)Cn2cnc3c(SC)nc(N)nc32)cc1	i	0.6	-1%	3.0	54
Cc1ccc(OCCNC(=O)C2CC(=O)N(Cc3ccccc3)C2)cc1 (stereo not drawn)	i	1.1	3%	-0.1	54
COc1ccc(CNC(=O)CN(c2ccccc2OC)S(=O)(=O)c2cccs2)cc1	i	0.3	-1%	-1.5	64

Filtered by structure: the compounds so far containing bromine.
SMILES	Myeloid diff MLP	Myeloid diff MLP GFP+ MAC1+ %	Rac1 GTP hydrolysis	NTR1 ag	NTR1 ag cell count 20 µM
CC1(C)CC(NC(=S)NC(=O)c2cc(Br)ccc2Cl)CC(C)(C)N1	i	1.4	7%	2.0	44
Cc1ccc(S(=O)(=O)N2CCCCC2)cc1NC(=O)c1cncc(Br)c1	i	0.7	12%	-0.2	51

By substructure, the entries above with a nitro group on carbon
SMILES	Myeloid diff MLP	Myeloid diff MLP GFP+ MAC1+ %	Rac1 GTP hydrolysis	NTR1 ag	NTR1 ag cell count 20 µM
CC(Nc1ccc(S(=O)(=O)N2CCN(C)CC2)cc1[N+](=O)[O-])c1ccccc1 (stereo not drawn)	i	1.4	2%	2.0	39
Cc1[nH]n2c(=O)cc(-c3ccc([N+](=O)[O-])cc3)nc2c1-c1ccccc1	i	1.0	15%	5.0	58
CSc1cccc(Nc2ccc(S(=O)(=O)N3CCOCC3)cc2[N+](=O)[O-])c1	i	0.5	-1%	-1.3	86

(listing goes on)
SMILES	Myeloid diff MLP	Myeloid diff MLP GFP+ MAC1+ %	Rac1 GTP hydrolysis	NTR1 ag	NTR1 ag cell count 20 µM
O=C(NCCC(=O)N(Cc1ccco1)Cc1cccs1)c1ccc(Br)cc1	i	0.8	3%	-1.2	67
CCOc1cc(N2CCOCC2)c(OCC)cc1NC(=O)CN1C(=O)NC2(CCCCC2)C1=O	i	0.5	3%	-2.0	48
COCCn1nnnc1CN(CCc1ccccc1)Cc1cc2cc(OC)ccc2[nH]c1=O	i	0.3	3%	1.2	63
CCN(CC)S(=O)(=O)c1ccc(N2CCCC2)c(NC(=O)C2=NN(c3ccccc3)C(=O)CC2)c1	i	2.0	6%	9.4	67
CC(Sc1ccccn1)C(=O)Nc1ccc2c(c1)OCCO2 (stereo not drawn)	i	0.8	13%	1.2	62
Cc1ccc(S(=O)(=O)N2CCCCC2)cc1NC(=O)C1=NN(c2ccccc2)C(=O)CC1	i	0.9	4%	-0.5	60
CC[C@]12c3[nH]c4cc(-c5ccco5)ccc4c3CCN1C(=O)[C@@H](CC(=O)NCCN1CCOCC1)C[C@@H]2C(=O)N1CCN(C(=O)C2CC2)CC1	i	0.7	7%	1.8	58
C[C@H](CO)N1C[C@H](C)[C@@H](CN(C)Cc2ccc(Cl)c(Cl)c2)Oc2c(NC(=O)CCC(F)(F)F)cccc2C1=O	i	1.3	9%	22	71
O=C(COC(=O)C12CC3CC(CC(O)(C3)C1)C2)Nc1cccc(Br)c1	i	0.7	6%	0.3	54
Cc1c(NC(=O)C(C)OC(=O)c2ccccc2O)c(=O)n(-c2ccccc2)n1C (stereo not drawn)	i	0.6	10%	-2.3	68
C[C@H](NS(=O)(=O)c1ccccc1F)C(=O)OCC(=O)Nc1ccc2c(c1)OCCO2	i	1.7	1%	-0.8	44
Cc1ccc(S(=O)(=O)CCC(=O)OCC(=O)NCCc2ccc(S(N)(=O)=O)cc2)cc1	i	0.5	3%	1.5	62
COc1cc(OC)cc(C(=O)NNC(=O)C2CSC3(C)CCC(=O)N23)c1 (stereo not drawn)	i	0.4	5%	2.6	72
CCC(=O)Nc1ccc(N2CCOCC2)c(S(=O)(=O)Nc2ccc(Cl)cc2)c1	i	0.7	13%	0.1	55
COc1cc(C(=O)OCC(=O)Nc2ccc(S(=O)(=O)NC3=NCCCCC3)cc2)cc(OC)c1OC	i	0.9	4%	1.4	67
O=C(CCNS(=O)(=O)c1ccccc1)NNC(=O)c1cccc(Cl)c1	i	0.5	6%	2.7	53
O=C(C[C@H]1C[C@H](C(=O)N2CCOCC2)[C@@]2(CCC3CCCC3)c3[nH]c4cc(-c5ccco5)ccc4c3CCN2C1=O)NCCC1=CCCCC1	i	3.3	6%	-0.5	46
Cc1cc(C)n2c(SC(C)C(=O)NC3(C#N)CCCCC3)nnc2n1 (stereo not drawn)	i	0.5	7%	4.5	57
Cc1cc(C)c(C)c(S(=O)(=O)N2CCN(C(=O)c3ccncc3)CC2)c1C	i	0.4	4%	5.0	64
CC1CN(C(=O)c2cccc(S(=O)(=O)NCc3ccccc3)c2)CC(C)O1 (stereo not drawn)	i	0.1	8%	-0.8	48
O=C(COC(=O)/C=C/c1ccc(Cl)cc1)NC1CCCC1	i	1.1	3%	5.1	69
O=S(=O)(NCC1CN(S(=O)(=O)c2ccc3c(c2)OCCO3)C1)c1c(F)cccc1F	i	1.3	1%	-3.1	61
Cc1ccccc1C=O	i	1.1	2%	2.0	48
O=C(COC(=O)c1nc(Cl)ccc1Cl)NCc1ccc(Cl)cc1Cl	i	1.0	2%	1.3	79
C[C@H](CO)N1C[C@H](C)[C@@H](CN(C)C(=O)Nc2ccc3c(c2)OCO3)Oc2c(NC(=O)Nc3ccccc3)cccc2C1=O	i	2.8	5%	1.7	53
COC(C/C=C/C(=O)[C@@H](C)OCc1ccccc1)OC	i	0.4	10%	1.9	70
